FXIa mix inh: FXIa protease inhibitors in compound pools, primary screen, biochemical, 10-compound mixtures; Coagulation factor XI (Homo sapiens), P03951; purified FXIa, fluorogenic substrate, pooled mixtures; inhibition, % at 5 µM; 62,000 tested, 0.19% active;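 note: each value is inhibition by a whole ten-compound pool holding the compound; 0% = enzyme with no mixture and 100% = wells lacking enzyme; strong numbers were not always called active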
CatB block: human cathepsin B inhibitors, primary screen, biochemical, fluorogenic substrate; purified cathepsin B, fluorescence; inhibition, %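 (tested at 10 µM)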; P07858; 63,000 tested, 0.1% active; in the data active = inhibition above about 21%;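 note: 0% = enzyme with no compound and 100% = no enzyme blank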
C1s inh: complement C1s protease inhibitors, primary screen, biochemical, 10-compound mixtures. Complement C1s subcomponent (Homo sapiens), P09871. purified C1s, fluorogenic AMC substrate, pooled mixtures. mean inhibition % of two 10-compound mixtures (stronger effect = higher value), % at 5 µM (by protocol). 62,000 tested, 0.16% active;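 active = inhibition above 20% in each of the two 10-compound mixture wells holding the compound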;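 note: 0% = enzyme wells lacking compound mixture and 100% = no-enzyme blank wells; some compounds called inactive have numbers as strong as hits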
Target sequence (P09871 16-437 limits assumed): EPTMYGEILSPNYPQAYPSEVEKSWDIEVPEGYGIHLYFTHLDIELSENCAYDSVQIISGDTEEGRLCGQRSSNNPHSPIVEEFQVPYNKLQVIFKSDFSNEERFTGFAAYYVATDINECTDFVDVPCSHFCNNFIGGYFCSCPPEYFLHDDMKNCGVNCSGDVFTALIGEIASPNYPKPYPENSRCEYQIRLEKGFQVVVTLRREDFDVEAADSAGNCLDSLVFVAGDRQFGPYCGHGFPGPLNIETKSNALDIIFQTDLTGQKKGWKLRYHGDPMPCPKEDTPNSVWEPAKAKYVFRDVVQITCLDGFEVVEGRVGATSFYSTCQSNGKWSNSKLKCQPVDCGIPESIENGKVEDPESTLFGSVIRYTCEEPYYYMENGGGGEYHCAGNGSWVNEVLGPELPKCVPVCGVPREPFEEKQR
Target sequence (P09871 438-688 limits assumed): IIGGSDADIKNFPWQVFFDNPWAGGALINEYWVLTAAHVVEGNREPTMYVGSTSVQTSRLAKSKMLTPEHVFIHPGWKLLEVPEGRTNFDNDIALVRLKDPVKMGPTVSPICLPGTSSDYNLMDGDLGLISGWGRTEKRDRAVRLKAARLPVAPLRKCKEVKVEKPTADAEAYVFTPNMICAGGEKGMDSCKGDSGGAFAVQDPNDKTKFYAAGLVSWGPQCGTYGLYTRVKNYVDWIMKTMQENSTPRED
CatB mixtures: cathepsin B inhibitors from pooled compounds, primary screen, biochemical, compound mixtures, AMC fluorescence; P07858; Purified cathepsin B, AMC dipeptide fluorescence; inhibition, %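 (ten-compound pools at 5 µM per compound and 50 µM total)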; 62,000 tested, 0.06% active; AID 488, 2006; in the data active = inhibition above about 22%, passing the limit was not always enough; inconclusive = no clear call, values can overlap the other calls;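 note: 0% = enzyme without compound and 100% = no enzyme blank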
CatL block: inhibitors of human cathepsin L, biochemical | Procathepsin L (Homo sapiens), P07711 | purified cathepsin L, fluorogenic substrate, fluorescence | inhibition, %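 (tested at 10 µM)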 | 58,000 tested, 0.17% active; in the data active = inhibition above about 45%;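 note: 0% = enzyme with no compound and 100% = no enzyme blank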
Target sequence (P07711 114-288 limits assumed): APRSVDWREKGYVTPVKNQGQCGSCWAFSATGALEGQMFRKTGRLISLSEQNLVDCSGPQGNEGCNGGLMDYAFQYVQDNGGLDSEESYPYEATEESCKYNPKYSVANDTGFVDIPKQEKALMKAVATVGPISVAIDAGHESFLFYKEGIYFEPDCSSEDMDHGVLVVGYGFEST
Target sequence (P07711 292-333 limits assumed): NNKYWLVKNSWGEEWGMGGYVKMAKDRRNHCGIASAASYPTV
AP ELISA ortho: alternative complement pathway inhibitors, primary screen, biochemical, ELISA, human serum, orthogonally pooled compounds. LPS-coated ELISA, C3 deposition; tested in compound mixtures. inhibition, % at 5 µM. 62,000 tested, 0.08% active. AID 1235, 2008;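 active = inhibition above 30% in each of the two pooled mixtures holding the compound, so the lower value exceeds 30%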;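 note: 0% = serum in Mg-EGTA without compound and 100% = EDTA serum blank; some compounds past the cut are filed as inactive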
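Test system: human serum complement alternative pathway, C3 deposition onto LPS / Medium: Mg2+-EGTA GVB++ buffer containing human serum at 1:15 dilution / Probe or stimulus: Plate-bound LPS / Times: 1 h at 37 °C / Signal: ELISA with HRP anti-human C3 antibody, TMB substrate, absorbance 450 nm / Measure: percent inhibition / Repeats: two pool placements per compound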
FXIIa inh mix: human factor XIIa inhibitors, primary screen, biochemical, pooled compound mixtures, fluorogenic substrate; purified FXIIa; inhibition, % at 5 µM; 62,000 tested, 0.2% active;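 note: 0% = enzyme without compound and 100% = no enzyme blank; some results filed as inactive read as strong as hits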
Cathepsin G inh: human cathepsin G inhibitors, primary screen, biochemical, pooled compound mixtures, AMC fluorescence; P08311; inhibition, % at 5 µM (by protocol); 62,000 tested, 0.2% active; purified enzyme, AMC-tetrapeptide fluorescence; AID 581, 2007;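 active = inhibition above 20% in each of the two mixture wells holding the compound; inactive = inhibition of 20% or less in either well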;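 note: 0% = enzyme control without mixture and 100% = blank lacking enzyme; strong numbers were not always called active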
CatS block: inhibitors of human cathepsin S, biochemical, compound mixtures; P25774; recombinant cathepsin S, AMC dipeptide fluorescence, pooled mixtures; inhibition, %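 (tested at 5 µM per compound within 10-compound mixtures)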; 62,000 tested, 0.06% active; AID 501, 2006; in the data active = inhibition above about 32%, passing the limit was not always enough; inconclusive = no clear call, values can overlap the other calls;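 note: 0% = enzyme without compound and 100% = blank without enzyme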
An asterisk follows results filed as active; ? = inconclusive; . = no result given. Cut-off read from the data, not from the text of the source, unless noted: active = inhibition above about 20% (passing the limit was not always enough); inactive = the rest. These rows are one share of the data; the hit share may differ from the screen's.

SMILES	FXIa mix inh	CatB block	C1s inh	CatB mixtures	CatL block	AP ELISA ortho	FXIIa inh mix	Cathepsin G inh	CatS block
Nc1nc2n(n1)C(c1cccc(Br)c1)CC(c1ccccc1)N2 (centres undefined)	5	7	19	8	-1	17	0	12	-15
O=C(NC1CC1)c1ccc(CSCc2cccc(F)c2)o1	-1	0	-7	2	6	9	-20	3	2
CCOC(=O)c1cnc(-n2cc(C)cn2)nc1Nc1ccccc1OC	12	2	18	6	-1	-2	10	11	22
C=CCNC(=O)CCCOc1cccc(C)c1	9	2	-22	0	.	-2	-14	8	1
Cc1ccc(F)cc1NC(=O)C1CCCN(c2ncccn2)C1 (centres undefined)	3	1	9	7	7	14	-2	2	-1
Cc1ccc(C2=Nc3ccccc3NC(C)(c3ccc(C)o3)C2)o1 (centres undefined)	-1	5	-12	5	4	-11	-2	-14	10
c1ccc2c(c1)Cn1nnnc1-2	5	-4	-10	4	-5	20	10	-2	-9
CCc1nc(C)c(C#N)c2cc(OC)c(OC)cc12	1	0	4	4	9	4	-5	10	1
O=C(O)c1sccc1S(=O)(=O)c1ccccc1	14	-2	-2	6	9	4	-12	0	12
CCN1CCN(CCNC(=O)c2ccc(CS(=O)(=O)c3c(Cl)cccc3Cl)o2)CC1	6	1	0	2	-1	9	10	-1	3
COc1ccccc1Nc1nc(C)cc(C)c1C(N)=O	17	0	-1	10	-2	5	-2	1	13
O=C(CSc1nc(-c2ccccc2)cs1)NCc1ccco1	4	4	-4	23	9	4	1	-2	11
Cn1c(=O)[nH]c(=O)c2c1nc(CN1CCN(c3ccccc3F)CC1)n2CCc1ccccc1	2	-4	-6	5	.	14	9	-1	8
c1csc(-c2nn3c(Cn4cnc5ccccc54)nnc3s2)c1	4	2	16	4	-5	0	-13	13	4
Cn1c(C(=O)NCCN2CCCCCC2)cc2c(=O)n(C)c3ccccc3c21	7	1	10	-1	16	9	27	6	69*
COc1cc(NC(=O)NCc2ccncc2)cc(OC)c1OC	7	0	14	3	3	15	-14	8	?
c1ccc(-c2cccc(-c3ccccn3)n2)nc1	12	-3	-2	-2	-3	12	11	-2	4
CCCCOc1ccc(C)cc1CN(CCO)CCO	2	0	-22	4	-9	-23	3	11	15
COc1ccccc1CNC(=O)CCC(=O)Nc1nnc(C)s1	11	-6	7	4	-5	15	8	-1	-20
CCN(CC)CCN(Cc1cc2cc3c(cc2[nH]c1=O)OCCO3)C(=O)NC1CCCCC1	4	0	2	4	-5	-8	-13	2	17

Of the compounds above, 10 have a carbonyl joined to an NH by a bond outside any ring:
SMILES	FXIa mix inh	CatB block	C1s inh	CatB mixtures	CatL block	AP ELISA ortho	FXIIa inh mix	Cathepsin G inh	CatS block
O=C(NC1CC1)c1ccc(CSCc2cccc(F)c2)o1	-1	0	-7	2	6	9	-20	3	2
C=CCNC(=O)CCCOc1cccc(C)c1	9	2	-22	0	.	-2	-14	8	1
Cc1ccc(F)cc1NC(=O)C1CCCN(c2ncccn2)C1 (centres undefined)	3	1	9	7	7	14	-2	2	-1
CCN1CCN(CCNC(=O)c2ccc(CS(=O)(=O)c3c(Cl)cccc3Cl)o2)CC1	6	1	0	2	-1	9	10	-1	3
COc1ccccc1Nc1nc(C)cc(C)c1C(N)=O	17	0	-1	10	-2	5	-2	1	13
O=C(CSc1nc(-c2ccccc2)cs1)NCc1ccco1	4	4	-4	23	9	4	1	-2	11
Cn1c(C(=O)NCCN2CCCCCC2)cc2c(=O)n(C)c3ccccc3c21	7	1	10	-1	16	9	27	6	69*
COc1cc(NC(=O)NCc2ccncc2)cc(OC)c1OC	7	0	14	3	3	15	-14	8	?
COc1ccccc1CNC(=O)CCC(=O)Nc1nnc(C)s1	11	-6	7	4	-5	15	8	-1	-20
CCN(CC)CCN(Cc1cc2cc3c(cc2[nH]c1=O)OCCO3)C(=O)NC1CCCCC1	4	0	2	4	-5	-8	-13	2	17

Sorted by value in Cathepsin G inh (smallest number first): some entries from above
Molecule	Cathepsin G inh
COc1ccccc1CNC(=O)CCC(=O)Nc1nnc(C)s1	-1
Cn1c(C(=O)NCCN2CCCCCC2)cc2c(=O)n(C)c3ccccc3c21	6
Nc1nc2n(n1)C(c1cccc(Br)c1)CC(c1ccccc1)N2 (centres undefined)	12

Next section.
SMILES	FXIa mix inh	CatB block	C1s inh	CatB mixtures	CatL block	AP ELISA ortho	FXIIa inh mix	Cathepsin G inh	CatS block
COC(=O)c1ccccc1N(Cc1ccccc1)S(C)(=O)=O	5	2	-50	2	5	-6	1	-11	5
Clc1ccc(Cn2ncc3c(NCc4ccco4)ncnc32)c(Cl)c1	0	1	-21	0	15	-21	6	-10	3
Cn1c(SCc2ccc3c(c2)OCO3)nnc1-c1ccccc1	7	-2	1	-2	-6	22	1	-3	-3
C=CCN(C(=O)Cn1nnc2ccccc21)C(C(=O)NCCOC)c1ccc(OC)cc1OC (centres undefined)	-5	4	-53	-2	0	-2	1	-19	-13
CCc1ccc(OCC(=O)N(C)C2CCS(=O)(=O)C2)cc1 (centres undefined)	22	2	-40	0	19	-2	5	6	10
CC(=O)N1CCN(C(=O)CCc2nc3sc4c(c3c(=O)[nH]2)CCCC4)CC1	9	1	-4	-3	3	6	18	-2	16
CCOc1ccc(C2C(C(=O)c3ccco3)=C(O)C(=O)N2Cc2cccnc2)cc1OC (centres undefined)	8	-2	-19	4	-6	24	6	-2	-4
CCOC(=O)c1ccc(NC(=O)Nc2ccc(OC)c(OC)c2)cc1	0	0	16	4	-7	26	4	10	-2
Cn1c(C(=O)NCC2CCCO2)cc2c(=O)n(C)c3ccccc3c21 (centres undefined)	1	4	2	6	4	4	11	12	19
COC(=O)C1C2C=CC3(CN(c4cccc(C)c4)C(=O)C13)O2 (centres undefined)	-55	1	-186	-7	-6	10	2	-17	-30
O=P(O)(O)CCP(=O)(c1ccccc1)c1ccccc1	10	1	-3	5	4	7	-12	7	7
CCN(C(=O)CN1CCN(c2ccccc2)CC1)c1c(N)n(Cc2ccccc2)c(=O)[nH]c1=O	5	1	0	3	2	11	-15	-1	7
CCCN1CCN(C(c2cc3cc4c(cc3[nH]c2=O)OCO4)c2nnnn2C(C)(C)C)CC1 (centres undefined)	-7	-1	-55	-7	-23	7	4	0	-7
Cc1nc(Nc2nc(-c3ccccc3)cc(=O)[nH]2)nc2ccccc12	8	5	15	5	-4	25	1	8	1
Cc1cc(C)n(-c2nc3ccccc3c(=O)n2OC2CCCCC2)n1	-1	-1	4	-7	8	3	0	8	-4
COc1nc(-c2ccccc2)ccc1-c1noc(-c2cccnc2)n1	0	0	-20	-2	16	9	6	-2	13
CC(=O)OC1(C(F)(F)F)Oc2ccccc2NC1=O (centres undefined)	13	75*	-1	61*	85*	11	11	-2	22
CC1=Nn2c(nnc2-c2cc(-c3ccccc3)n[nH]2)SC1	13	1	3	-2	2	2	6	0	-9
COc1ccc(-n2c(COc3ccc(C)cc3)nnc2SCC(N)=O)cc1	10	-2	20	3	-8	21	-3	8	-7
COc1cc2nc(C3CCC3)n(NC(=O)C3CCCC(OC)C3)c(=O)c2cc1OC (centres undefined)	-1	2	-38	4	-5	13	1	7	-10
CCc1c(C)nc2ncnn2c1N1CCC(C(=O)NCc2ccc3c(c2)OCO3)CC1	8	4	14	2	-5	20	-1	10	6
COc1ccc(-c2ccc(-c3nnc(-c4cc(OC)ccc4OC)o3)cc2)cc1	-17	-8	-20	-6	-51	-10	9	-4	2
CCOc1cc2c(cc1C(C)(C)C)NC(=O)CS2	4	-3	7	2	-3	6	2	9	-4
CCN1CCCC(NC(=O)c2scc3c2CCCC3)C1 (centres undefined)	8	4	13	21	0	13	-14	7	-2
CCOc1ccccc1NS(=O)(=O)c1c(C)noc1C	-10	5	-31	0	1	18	5	-9	-12
O=C(/C=N\O)NCCCNCc1ccccc1	4	3	-3	2	2	25	-1	8	0
COc1ccc(CNc2cc(C)nc3ncnn23)c(OC)c1	-16	0	-104	-9	7	-1	5	-12	-8
COC(=O)CSc1nc(N)c(C#N)c(C(C)C)c1C#N	6	-1	1	7	-9	3	-3	0	6
Cc1cc(NC(=O)Cn2cc(C(F)(F)F)cc(Cl)c2=O)no1	-2	-3	-1	1	2	12	8	-2	-6
O=C(Nc1cccc(-c2nnc(-c3ccccc3)o2)c1)c1ccco1	7	-1	4	7	-6	12	2	2	-4
COc1ccc2oc(=O)c(C(=O)N3CCN(C45CC6CC(CC(C6)C4)C5)CC3)cc2c1	-3	-2	-44	-7	.	0	6	-16	-12
CCN(CCNC(=O)C1CCN(S(=O)(=O)c2cccc3cccnc23)CC1)c1ccccc1	4	0	2	-3	-18	19	8	1	-13
CCN(CC)C(=O)C1CCC(CNS(=O)(=O)c2cccc3cccnc23)CC1 (centres undefined)	1	3	-18	3	10	24	3	2	1
Cc1cc(N2CCN(C(=O)c3ccco3)CC2)n2nc(-c3cccc(F)c3)cc2n1	3	-2	4	3	-6	12	-5	0	11
CCCc1cc(=O)n2[nH]c(NCc3c(F)cccc3Cl)nc2n1	10	-7	-28	8	2	16	3	-2	-3
c1ccc(CCn2nnnc2C(c2cccnc2)N2CCN(c3ccccc3)CC2)cc1 (centres undefined)	1	-3	-43	-4	0	-3	-1	-5	-11
CC(=O)Nc1ccc(SCC(=O)c2cc(C)n(Cc3cccs3)c2C)cc1	12	-4	3	-2	0	27	12	-1	-1
CCOC(=O)C1CCN(C(=O)COC(=O)CCOc2ccc(C)cc2)CC1	2	0	-97	-5	18	13	8	-2	-5
CCSc1nc2ccccc2n1Cc1nc(N)nc(N(C)C)n1	13	5	7	0	3	6	6	19	2
COc1ccc(C(=O)CSc2nnc(-c3ccccc3)o2)cc1	4	0	-8	-1	6	3	-12	0	-1
O=C(c1cc2n(n1)C(C(F)(F)F)CC(c1ccco1)N2)N1CCN(c2ccccn2)CC1 (centres undefined)	-8	7	-10	4	8	-15	-3	-16	5
COc1ccc(Cl)cc1N(CC(=O)Nc1ccc2c(c1)OCO2)S(C)(=O)=O	10	1	13	-1	6	-3	6	8	-12
CC1=C(C(=O)OCc2ccc3c(c2)OCO3)C(c2ccc(F)cc2)NC(=O)N1 (centres undefined)	4	-1	-18	-1	-11	17	-17	5	-16

Record cards, from the list above. Order of values: FXIa mix inh | CatB block | C1s inh | CatB mixtures | CatL block | AP ELISA ortho | FXIIa inh mix | Cathepsin G inh | CatS block
COc1ccc(-c2ccc(-c3nnc(-c4cc(OC)ccc4OC)o3)cc2)cc1 is entered as -17 | -8 | -20 | -6 | -51 | -10 | 9 | -4 | 2
COC(=O)CSc1nc(N)c(C#N)c(C(C)C)c1C#N is entered as 6 | -1 | 1 | 7 | -9 | 3 | -3 | 0 | 6

High-throughput results deposited in PubChem BioAssay by PCMD.
